Screening data: PubChem, National Center for Advancing Translational Sciences (NCATS)
hERG WT inh = qHTS for Inhibitors of KCHN2 3.1: Wildtype qHTS. activity change, % at 1.84 µM. 340,000 compounds, 0.37% hits. Voltage-gated inwardly rectifying potassium channel KCNH2 (Homo sapiens), Q12809. U2OS, BacMam KCNH2, thallium flux FluxOr; active compounds read low;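 active means maximum activity change below -70%; inconclusive means maximum activity change between -70% and -50%; inactive means maximum activity change above -50%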
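U2OS cells were transduced with wild-type KCNH2 virus (2.03 x 10^8 / mL) for 4 h at room temperature, then cultured overnight at 37 C. Thallium flux was read with FluxOr dye. Rate constants were normalized to DMSO controls.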
uPA generation = qHTS for Inhibitors of Cell Surface uPA Generation; cell surface uPA generation assay, qHTS; Potency, µM (top dose mostly 38.3 µM), without a hit: at the highest dose activity change, negative = inhibition, most hits filed as inhibitors; 330,000 compounds, 0.31% hits; active means well fitted inhibition curve with a large enough effect; inconclusive means small, poorly fitted or top-dose-only effect; inactive means no such curve, though single readings can be large or run the other way; tested in mouse RAW 264.7 cells; further: potency means the concentration at half of the fitted maximal effect; nearly all actives have a fitted effect of over 55% in size
B2AR arrestin = qHTS assay of beta-arrestin-biased ligands of beta2-adrenergic receptor. Beta-2 adrenergic receptor (Homo sapiens), P07550. beta-arrestin recruitment to beta2AR, cell-based reporter. Potency, µM (titrated, usually from 46.1 µM), without a hit: at the top dose activation, most hits filed as activators. 330,000 compounds, 0.02% hits;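 further: potency means the concentration at half of the fitted maximal effect; 0% = DMSO controls and full agonism = EC100 isoproterenol or metaproterenol; nearly all actives have a fitted effect of over 65% in size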
Target sequence (P07550 whole entry, looked up): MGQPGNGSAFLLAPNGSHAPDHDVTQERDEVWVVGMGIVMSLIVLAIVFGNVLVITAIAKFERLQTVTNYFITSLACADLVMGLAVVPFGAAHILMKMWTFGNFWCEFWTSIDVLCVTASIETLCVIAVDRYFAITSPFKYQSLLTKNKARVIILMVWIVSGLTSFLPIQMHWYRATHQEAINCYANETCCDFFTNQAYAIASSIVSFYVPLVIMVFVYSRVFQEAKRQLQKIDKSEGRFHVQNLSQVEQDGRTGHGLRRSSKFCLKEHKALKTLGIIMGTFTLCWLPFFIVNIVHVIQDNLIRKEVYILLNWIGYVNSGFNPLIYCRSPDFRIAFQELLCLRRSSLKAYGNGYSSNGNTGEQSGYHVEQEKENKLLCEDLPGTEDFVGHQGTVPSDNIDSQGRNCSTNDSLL
KCNH2 3.1 block = qHTS for Inhibitors of KCHN2 3.1: Mutant qHTS; activity change, % (tested at about 1.8 µM); U2OS KCNH2 3.1, thallium flux FluxOr; active compounds read low; 340,000 compounds, 0.95% hits; AID 720553, 2013;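 active means maximum activity change below -70%; inconclusive means maximum activity change from -70% to -50%; inactive means maximum activity change above -50%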;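 further: thallium influx rate constant from kinetic fluorescence after stimulation buffer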
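Virally transduced U2OS (3.1 isoform, 4 h infection in dark at RT) → overnight 37 C → FluxOr + Red40 in HBSS/HEPES, 45 min → stimulation buffer, 2 min kinetic read → rate constant vs DMSO controls.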
Chronic BCR inh = qHTS Assay to Find Inhibitors of Chronic Active B-Cell Receptor Signaling | ABC-DLBCL IkBa-CBG/CBR reporter, luminescence ratio, 4 h | Potency, µM (doses to about 46.1 µM), inactives show top-dose ratio change, negative = lower green/red ratio, actives largely listed as inhibitors | 340,000 compounds, 0.05% hits | AID 493014, 2011; active means well fitted inhibition curve with a large enough effect in the signal ratio, with a control signal flat, not every such curve was filed as active; inconclusive means small, poorly fitted or top-dose-only effect, or effect the other way, or a change in a side signal; the % refers to the signal ratio;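 further: potency means the concentration at half of the fitted maximal effect; plate controls were basal doxycycline-induced cells for no effect and cells given 10 µM MG132 for full effect; MG132 reads +100%, hits lower the ratio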
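Compounds up to 46 uM were incubated four hours with TMD8 cells whose green CBG68 luciferase is fused to IkappaBalpha; red CBR luminescence normalised the signal, and concentration-effect curves were fitted to fusion, red and ratio data.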
USP2a block = qHTS Assay for Inhibitors of Ubiquitin-specific Protease USP2a Using CHOP2 as the Reporter. USP2 core, Ub-CHOP2 coupled fluorogenic reporter, 485/531. Ubiquitin carboxyl-terminal hydrolase 2 (Homo sapiens), O75604. 330,000 compounds, 0.01% hits. Potency, µM (series often up to 38.3 µM), for the others: at the top dose activity change, negative = inhibition, usual class: inhibitors;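 further: potency means the concentration at half of the fitted maximal effect; plate controls were DMSO wells for no effect and full inhibition by NEM control for full effect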
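USP2 core (10nM final) preincubated 30min RT with compound in 20mM Tris-HCl pH 8.0, 2mM CaCl2, 2mM beta-mercaptoethanol, 0.05% CHAPS; 25nM Ub-CHOP2 plus 25nM reporter substrate added, fluorescence (Ex485/Em531) read after 60min.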
FBPA coupling cs = qHTS Assay for Inhibitors of Fructose-1,6-bisphosphate Aldolase from Giardia Lamblia: Coupling assay counterscreen | coupling enzyme system counterscreen, AmpLite Red fluorescence | activity change, negative = inhibition, % at 58.2 µM, hits read low | 290,000 compounds, 0.67% hits; in the data active means activity change below about -30%
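Fluorescence at 525 nm excitation and 598 nm emission measured inhibition of the coupled detection system without aldolase. Compounds (at 57.5 uM final) were preincubated 10 min at room temperature with coupling enzyme reagent before a 20 min substrate/AmpLite Red step.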
PKM2 activator = qHTS Assay for Activators of Human Muscle isoform 2 Pyruvate Kinase | Pyruvate kinase PKM (Homo sapiens), P14618 | purified PKM2, Kinase-Glo ATP luminescence, activation; response scale: 0% is enzyme alone, no compound | Potency, µM (series often up to 57.5 µM), without a hit: top-dose activation, actives largely listed as activators | 260,000 compounds, 0.34% hits; further: potency means the concentration at half of the fitted maximal effect; nearly all actives have a fitted effect of over 55% in size
Target sequence (P14618 whole entry, looked up, canonical isoform): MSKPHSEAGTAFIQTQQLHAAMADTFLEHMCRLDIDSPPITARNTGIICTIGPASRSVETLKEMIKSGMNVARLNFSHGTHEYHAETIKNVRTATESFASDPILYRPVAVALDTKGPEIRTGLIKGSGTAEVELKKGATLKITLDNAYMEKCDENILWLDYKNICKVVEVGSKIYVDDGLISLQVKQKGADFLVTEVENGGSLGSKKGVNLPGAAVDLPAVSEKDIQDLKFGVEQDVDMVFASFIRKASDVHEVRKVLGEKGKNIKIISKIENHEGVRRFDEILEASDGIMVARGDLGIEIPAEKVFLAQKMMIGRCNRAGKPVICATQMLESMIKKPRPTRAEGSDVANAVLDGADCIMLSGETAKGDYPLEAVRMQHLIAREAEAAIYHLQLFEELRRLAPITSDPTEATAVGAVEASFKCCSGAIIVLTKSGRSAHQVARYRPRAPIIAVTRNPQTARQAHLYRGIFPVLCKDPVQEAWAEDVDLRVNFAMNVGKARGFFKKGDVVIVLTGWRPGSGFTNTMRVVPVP
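hPK-M2, >95% pure; 0.1 mM ADP / 0.5 mM PEP final; imidazole pH7.2 buffer w/ 7 mM MgCl2, 50 mM KCl; 1 h RT; Kinase-Glo lum. Intermediate enzyme activity for dual inhibitor/activator qHTS.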
Giardia kill = Small Molecules that selectively kill Giardia lamblia: qHTS; 340,000 compounds, 0.15% hits; activity change, % at 7.66 µM, hits read low; Giardia lamblia trophozoite viability; in the data active means activity change below about -80%; inconclusive means between about -30% and that limit;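 further: parasites exposed to compound for two days anaerobically before the ATP read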
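ATP-content bioluminescence gauges trophozoite survival. Cells (100/well) receive compound and incubate anaerobically for 48 hrs at 37 deg C; detection reagent follows for 15-30 min at room temperature.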
GALK inhibitor = qHTS Assay for Inhibitors of Human Galactokinase (GALK) | P51570 | Purified GALK, Kinase-Glo residual ATP luminescence | 270,000 compounds, 0.007% hits | Potency, µM (doses to about 57.5 µM), without a hit: at the top dose activity change, negative = inhibition, most hits filed as inhibitors; further: potency means the concentration at half of the fitted maximal effect
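Kinase-Glo Plus luminescence measured ATP left after a 1 h room-temperature reaction. The reaction used 5 nM GALK, 100 uM galactose and 35 uM ATP at pH 8.0 (20 mM HEPES, 5 mM MgCl2, 60 mM NaCl, 1 mM DTT, 0.01% BSA).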
Eya2 phos inh = qHTS Assay for Inhibitors of the Phosphatase Activity of Eya2; Protein phosphatase EYA2 (Homo sapiens), O00167; recombinant Eya2, OMFP fluorescence dephosphorylation (OMFP is methylfluorescein phosphate); Potency, µM (highest dose often 76.9 µM), inactives show at the top dose activity, negative = inhibition, hits mostly inhibitors; 330,000 compounds, 0.006% hits; further: potency means the concentration at half of the fitted maximal effect
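Eya2 protein (added as 0.2 uM solution) was preincubated with compound for 10 min at ambient temperature in 50 mM HEPES pH 7.5, 50 mM NaCl, 5 uM MgCl2, 0.05% BSA, 1 mM DTT. OMFP (added at 50 uM) then reacted 10 min; fluorescence read at 485/525 nm.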
Numbers without * were called inactive; i = inactive; ? = inconclusive; . = not tested or not shown; [ ] = another dose, or the depositor's remark. Unless noted, the call rests on the fitted dose curve; in most records, active means well fitted curve in the direction sought with a large enough effect; inconclusive means small, poorly fitted or top-dose-only effect, or another doubt; inactive means no such curve, though single readings can be large; an effect the other way counts as inactive or inconclusive. Unless noted, on the % scale 0 is the no-effect control and ±100 the full control effect. Hits appear at their usual frequency; about 2.4% have a hit in one of these screens.

SMILES	hERG WT inh	uPA generation	B2AR arrestin	KCNH2 3.1 block	Chronic BCR inh	USP2a block	FBPA coupling cs	PKM2 activator	Giardia kill	GALK inhibitor	Eya2 phos inh
Cn1c(=O)c(Cc2ccccc2)c(O)c2ccccc21	20	.	-0.6%	-12	?	5%	2	2%	-3	-1%	-8%
N#Cc1sc2nc(-c3ccccc3)cc(C(F)(F)F)c2c1N	4	-1%	-0.1%	-10	11%	0%	8	12%	-12	0%	18%
COc1ccc(NC(=O)C2C3CCC(O3)C2C(=O)O)cc1OC (stereo not given)	30	?	-0.1%	5	?	0%	3	0%	-4	0%	-7%
O=C(O)CN1C(=O)/C(=C\c2cn(-c3ccccc3)nc2-c2ccccc2)SC1=S	-2	-4%	0.2%	0	12%	-1%	7	.	18	-13%	9%
Nc1nonc1C(=O)NCCNCc1ccccc1OCc1ccc(F)cc1	26	.	-0.3%	-10	?	-5%	4	-7%	-10	-1%	-14%
CC(=O)c1c(COC(=O)c2ccccc2Cl)nc2ccccc2[n+]1[O-]	-6	-2%	-0.8%	-4	?	4%	-2	1%	?	1%	-2%
COc1ccc(-n2c(SCC(=O)N3CCOCC3)nc(O)c(Cc3ccccc3)c2=O)cc1	7	-3%	-0.3%	2	-6%	2%	4	21%	-2	-1%	14%
Cc1ccc(S(=O)(=O)N2CCC(C(=O)OCC(=O)N(C)C3CCCCC3)CC2)cc1C	-1	-10%	0.1%	0	-1%	1%	.	.	-10	.	-3%
CCOC(=O)c1c(S(=O)(=O)NCc2ccc(C)o2)c(C)n(C)c1C	9	-13%	-0.9%	0	10%	1%	-5	.	20	6%	4%
Cc1ccc(NC(=O)CCN2C(=O)c3cccc4cccc(c34)C2=O)cc1	i	0%	-0.3%	-3	-10%	0%	3	2%	-25	1%	-4%
COc1cc(CNCc2ccccn2)ccc1OCc1ccccc1Cl	9	-1%	0.1%	-19	-4%	1%	3	-2%	14	1%	5%
CC(C)NC(=O)CN1CCC(c2nc3ccccc3[nH]2)CC1	-4	19%	-0.7%	1	-1%	-4%	.	.	-2	-2%	3%
O=C(COC(=O)/C=C/c1cccc(Br)c1)NCCC1=CCCCC1	1	-1%	-0.9%	-11	1%	2%	1	-2%	9	0%	6%
c1ccc2c(c1)CCN(C1CCCCC1)C2	1	-1%	-0.4%	12	0%	-1%	-3	-2%[11.5 µM]	25	-4%	2%
CCOC(=O)C1(c2ccccc2)NC(c2ccccc2C)C2C(=O)N(c3ccc4c(c3)OCO4)C(=O)C21 (stereo not given)	-4	1%	-0.3%	-15	-4%	-7%	2	4%	-1	0%	-7%

Quoted from the listing:
KCNH2 3.1 block, Cc1ccc(S(=O)(=O)N2CCC(C(=O)OCC(=O)N(C)C3CCCCC3)CC2)cc1C is entered as 0
Giardia kill, Cc1ccc(NC(=O)CCN2C(=O)c3cccc4cccc(c34)C2=O)cc1 is entered as -25

The results go on:
SMILES	hERG WT inh	uPA generation	B2AR arrestin	KCNH2 3.1 block	Chronic BCR inh	USP2a block	FBPA coupling cs	PKM2 activator	Giardia kill	GALK inhibitor	Eya2 phos inh
CCOC(=O)N1CCN(/C=C(\C#N)c2nc3ccccc3s2)CC1	-9	2%	-1.2%	-2	?	6%	-1	2%	-13	5%	7%
CN(CC(=O)Nc1ccccc1Cl)C(=O)c1cc(C2CC2)nn1-c1ccccc1	10	1%	-2.9%	-8	7%	0%	.	.	16	.	-2%
CN(C)S(=O)(=O)c1ccc(S(=O)(=O)N2CCN(CCC#N)CC2)cc1	1	1%	-0.5%	4	-1%	1%	-8	-25%	9	0%	8%
CC1CC(C)CN(c2ccc(-n3cnnn3)cc2[N+](=O)[O-])C1 (stereo not given)	5	1%	-0.3%	-20	2%	4%	-1	-6%	-6	-3%	-15%
Clc1ccc(/C=C/c2nc3ccccc3[nH]2)cc1	-17	-15%	-0.4%	-1	.	-1%	-7	-49%	?	5%	-2%
C=CCN1C(=NC(=O)COc2ccc(Cl)cc2)SC2CS(=O)(=O)CC21 (stereo not given)	-3	3%	-0.8%	15	0%	0%	-2	-9%	5	-1%	14%
CCOc1cc(/C=C2\SC(=S)N(N3CCOCC3)C2=O)ccc1O	17	7%	-0.2%	13	8%	12%	2	-1%	-14	9%	1%
COc1ccc(-c2noc(N3CCC(C(=O)NCCCN4CCC(C)CC4)CC3)n2)cc1	17	10%	0.2%	4	0%	1%	0	-3%	14	.	7%
CCc1ccc(CNC(=O)CCC(=O)N2Cc3cccc(OC)c3Oc3ncccc32)cc1	2	1%	-0.7%	-4	0%	4%	0	.	-10	5%	-3%
Cc1ccc(C)c(NC(=S)NCc2ccccc2)c1	-15	1%	-0.2%	-8	0%	-2%	-3	2%	0	0%	-8%
CCN1CCOC(CC(=O)Nc2ccc([N+](=O)[O-])cc2)C1=O (stereo not given)	-11	2%	-0.7%	-12	-12%	3%	0	-1%	-5	.	-27%
Brc1ccc(-c2cn3ccccc3n2)s1	4	-7%	-0.1%	4	?	-5%	-7	-20%	?	0%	-12%
CC(C)(C)C1CCC2(CC1)C(C#N)=C(SCC(=O)NC1CCCCC1)NC(=O)C2C#N (stereo not given)	16	10%	-0.6%	-2	?	-2%	0	7%	14	-5%	15%
CC1=NN(C(C#N)c2ccccc2C)C(c2ccccc2)C1 (stereo not given)	8	5%	0.2%	10	3%	0%	3	-4%	-7	-4%	-13%
COc1ccc(NC(=O)COC(=O)c2ccc(O)cc2)c([N+](=O)[O-])c1	8	4%	0.1%	2	0%	3%	7	4%	-4	-7%	-1%
Cc1occc1-c1nnc(SCC(=O)NC2CCCC2)n1-c1ccccc1	8	4%	-0.2%	26	7%	1%	3	8%	14	-1%	2%
CCCCNC(=O)c1ccccc1SCC(=O)NC1CCCCCCC1	-3	-63%	-0.3%	-25	-1%	2%	.	.	9	.	-13%
Cc1ccc2c(CSc3nc4ccccc4c(=O)n3CCCO)cc(=O)oc2c1C	-3	-3%	-0.9%	-6	11%	-5%	1	-4%	7	-2%	-12%
Cc1ccc2c(c1)N(C(=O)CCC(=O)NCCCN1CC(C)CC(C)C1)CCO2 (stereo not given)	34	-7%	0.6%	-12	-9%	5%	0	8%	13	.	1%
CC(NC(=O)COC(=O)c1cc(=O)[nH]c2ccccc12)c1ccccc1 (stereo not given)	-5	-4%	-0.2%	4	5%	1%	-7	10%	-16	0%	2%
CC(=O)Cc1nsc(NC(=O)c2ccccc2Cl)n1	0	.	0.1%	-7	-9%	-1%	0	-1%	-20	4%	12%
O=C(OCc1ccc([N+](=O)[O-])cc1Cl)c1cnccn1	-11	3%	?	7	-2%	-2%	0	1%	5	-3%	-2%
CC(C(=O)Nc1sc2c(c1C(=O)NCC1CCCO1)CCC2)N1C(=O)c2ccccc2C1=O (stereo not given)	1	-3%	0.0%	-1	?	-10%	1	2%	5	0%	0%
Cc1ccc(C)c(S(=O)(=O)N2CCN(CC(=O)Nc3cc(C)on3)CC2)c1	-7	-4%	-0.3%	22	-5%	2%	-2	10%	16	2%	7%
CCOC(=O)COc1ccc(/C=C2/C(=O)NN(c3ccc(F)cc3)C2=O)cc1OC	-13	1%	-0.2%	-12	14%	0%	3	2%	34[activator]	5%	8%
Cn1c(SCC(=O)Nc2ccc(F)cc2F)nnc1-c1cccnc1	2	5%	-0.4%	-4	-9%	2%	-3	-3%	7	0%	-36%
COc1ccc(OC)c(/C=N/NC(=S)NCCc2ccccc2)c1	-9	2%	-0.4%	-26	?	0%	0	.	-12	2%	11%
Cc1nc(NC(=O)C23CCC(C)(C(=O)O2)C3(C)C)sc1C (stereo not given)	2	4%	-0.6%	-1	-1%	2%	0	-1%	6	-1%	2%
Cc1ccc(NC(N)=S)cc1	-13	-1%	3.1%	1	-1%	1%	2	2%	25	1%	2%
COc1ccc(/C=C(\C#N)C(=O)OCC(=O)N2CC(C)OC(C)C2)cc1 (stereo not given)	-1	2%	0.1%	4	-2%	-1%	-2	5%	-5	1%	?
O=C(CN1CCCc2ccccc21)NC(=O)NC1CCCCC1	5	7%	-0.4%	-1	3%	-3%	-3	6%	2	0%	-3%
